Assay outcomes: PubChem, National Center for Advancing Translational Sciences (NCATS)
B2AR arrestin ag: qHTS assay of beta-arrestin-biased ligands of beta2-adrenergic receptor: NCGC Sytravon Library Screen. 44,000 tested, under 10 active. HTLA Tango cells, beta-arrestin recruitment, luciferase luminescence, 18 h. Potency, µM (titrated, usually from 46.1 µM), for inactives: top-dose activation, most hits filed as activators. Beta-2 adrenergic receptor (Homo sapiens), P07550;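 also: potency is read from the fitted curve at half-maximal effect; 0% = DMSO and full agonism = EC100 isoproterenol or metaproterenol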
Target sequence (P07550 whole entry, looked up): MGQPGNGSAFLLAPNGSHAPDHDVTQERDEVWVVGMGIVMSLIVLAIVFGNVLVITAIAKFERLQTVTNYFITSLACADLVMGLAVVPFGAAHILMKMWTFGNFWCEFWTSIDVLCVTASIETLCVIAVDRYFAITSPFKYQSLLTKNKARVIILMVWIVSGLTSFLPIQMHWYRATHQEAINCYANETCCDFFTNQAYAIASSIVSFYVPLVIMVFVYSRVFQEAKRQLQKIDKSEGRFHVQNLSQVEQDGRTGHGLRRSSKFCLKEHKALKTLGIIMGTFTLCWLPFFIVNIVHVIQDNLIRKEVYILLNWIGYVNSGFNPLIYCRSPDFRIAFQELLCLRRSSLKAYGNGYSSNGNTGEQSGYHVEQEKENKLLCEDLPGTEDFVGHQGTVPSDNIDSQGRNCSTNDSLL
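Tango cell line, 1% FBS DMEM; cpd titration up to 46 microM; 18 hr, 37 degrees C, 5% CO2. Luciferin/ATP substrate mix added, 15 min RT, luminescence. %Activity, CRC fitting, curve-class categorization.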
GALK inhibitor: qHTS Assay for Inhibitors of Human Galactokinase (GALK): NCGC Sytravon Library Screen; AID 1347072, 2019; recombinant GALK, Kinase-Glo ATP luminescence, 1 h; 44,000 tested, under 10 active; P51570; Potency, µM (highest dose often 57.5 µM), without a hit: at the highest dose activity, negative = inhibition, most hits filed as inhibitors;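 also: plate controls were full GALK reaction for no effect and reaction lacking GALK for full effect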
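Human GALK (5 nM) was incubated with 35 uM ATP and 100 uM galactose in 20 mM HEPES pH 8.0 with MgCl2, NaCl, DTT and BSA for 1 h at room temperature. Remaining ATP was measured by Kinase-Glo Plus luminescence.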
TSG101-PTAP inh: qHTS Validation Assay for Inhibitors of HIV-1 Budding by Blocking the Interaction of PTAP/TSG101: Sytravon Library Screen; Tumor susceptibility gene 101 protein (Homo sapiens), Q99816; AID 1347069, 2019; 44,000 tested, under 10 active; Fluorescence polarization, FITC-PTAP peptide/Tsg101, 20 min; Potency, µM (titrated, usually from 115 µM), for inactives: at the highest dose activity change, negative = inhibition, actives largely listed as inhibitors; also: potency is read from the fitted curve at half-maximal effect; 0% is about no effect
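qHTS FP binding, 20 min r.t.: 10 uM Tsg101 domain + 50 nM FITC-PTAP peptide, pH 7.5 HEPES buffer with TCEP and EDTA.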
FH mod: Identification of activators of human fumarate hydratase by quantitative high-throughput screening | 54,000 compounds, 0.22% hits | Fumarate hydratase, mitochondrial (Homo sapiens), P07954 | Potency, µM (series often up to 79.9 µM), inactives show top-dose activity change, negative = inhibition, hits mostly inhibitors | FH coupled MDH/diaphorase resazurin fluorescence, 15 min | AID 1347055, 2019; also: potency is read from the fitted curve at half-maximal effect; % is scaled to controls: 0 for no effect and ±100 for the full control effect; the screen sought activators but most active calls are inhibition curves; nearly all actives have a fitted effect of over 45% in size
Target sequence (P07954 whole entry, looked up): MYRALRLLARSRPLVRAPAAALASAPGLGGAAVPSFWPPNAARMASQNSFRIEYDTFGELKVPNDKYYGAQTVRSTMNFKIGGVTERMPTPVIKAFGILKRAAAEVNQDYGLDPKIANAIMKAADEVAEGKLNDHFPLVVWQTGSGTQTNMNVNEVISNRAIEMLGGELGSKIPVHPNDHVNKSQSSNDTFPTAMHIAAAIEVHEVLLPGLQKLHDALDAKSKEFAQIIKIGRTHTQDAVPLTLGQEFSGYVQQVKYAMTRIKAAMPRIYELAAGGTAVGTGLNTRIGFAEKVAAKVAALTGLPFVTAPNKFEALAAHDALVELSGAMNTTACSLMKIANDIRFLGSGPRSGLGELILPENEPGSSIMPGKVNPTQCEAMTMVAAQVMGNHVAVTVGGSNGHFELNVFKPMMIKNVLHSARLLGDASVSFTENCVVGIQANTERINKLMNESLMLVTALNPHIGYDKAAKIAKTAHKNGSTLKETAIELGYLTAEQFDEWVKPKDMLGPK
p53null 32C kill: qHTS Screen for Compounds that Selectively Target Cancer Cells with p53 Mutations: Cytotoxicity of p53 Null Cells at the Permissive Temperature. H1299-neo p53 null cells, ATP luminescence, 24 h, 32C. Potency, µM (titrated, usually from 46.1 µM), inactives show at the highest dose activity change, negative = cytotoxicity, hits mostly cytotoxic. 55,000 compounds, 0.62% hits;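 also: potency is read from the fitted curve at half-maximal effect; 0% = DMSO only and -100% = full killing by 100 µM tamoxifen; nearly all actives have a fitted effect of over 55% in size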
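AC50 values derive from Hill modelling of qHTS concentration-response data (up to 46 uM) in H1299-neo cells. Cells were treated 24 h at 32C following overnight attachment at 37C; viability was read as cellular ATP.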
p53null 39C tox: qHTS Screen for Compounds that Selectively Target Cancer Cells with p53 Mutations: Cytotoxicity of p53 Null Cells at the Nonpermissive Temperature; Potency, µM (top dose mostly 46.1 µM), for the others: at the highest dose activity, negative = cell killing, most hits filed as cytotoxic; H1299 p53-null (neo) cells, 39C, ATPlite viability, 24 h; 55,000 compounds, 0.97% hits;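 also: potency is read from the fitted curve at half-maximal effect; 0% = DMSO only and -100% = full killing by 100 µM tamoxifen; nearly all actives have a fitted effect of over 50% in size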
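Cells seeded at 600/well, 37C overnight. Compound added (up to 46 uM), plates shifted to 39C for 24 hr. ATPlite added, luminescence read after 20 min at room temperature.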
NTMT1 inhibitor: Primary qHTS for Inhibitors of N-terminal methyltransferase 1 (NTMT1): MTaseGlo Assay. N-terminal Xaa-Pro-Lys N-methyltransferase 1 (Homo sapiens), Q9BV86. NTMT1 MTase-Glo SAH luminescence, purified enzyme. Potency, µM (top dose mostly 114 µM), inactives show at the top dose activity change, negative = inhibition, most hits filed as inhibitors. 59,000 compounds, 2.5% hits;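 also: potency is read from the fitted curve at half-maximal effect; plate controls were DMSO vehicle for no effect and no enzyme for full effect; nearly all actives have a fitted effect of over 65% in size; many of its hits are not listed in these tables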
Starred values were filed as active, the others as inactive; ? = inconclusive; [ ] = dose if it differs, or a comment. Calls follow the shape of the dose curve; as a rule, active = well fitted curve in the direction sought with a large enough effect; inconclusive = small, poorly fitted or top-dose-only effect, or another doubt; inactive = no such curve, though single readings can be large; an effect the other way counts as inactive or inconclusive.

SMILES | B2AR arrestin ag | GALK inhibitor | TSG101-PTAP inh | FH mod | p53null 32C kill | p53null 39C tox | NTMT1 inhibitor
Cc1sc2c(c1C)c(=O)n(Cc1ccccc1)c(=O)n2CC(=O)Nc1cccc(Cl)c1 | -2% | 0% | -1% | ? | 11% | 4% | 2%
CCOC(=O)c1ccc(-n2c(-c3ccc(C)cc3)c(C)n3c4c(=O)n(C)c(=O)n(C)c4nc23)cc1 | -1% | 6% | -1% | -3% | 10% | 2% | -25%
COc1ccc(-c2nc(CNS(=O)(=O)c3ccc(Br)cc3)cs2)cc1 | -3% | -1% | -1% | -6% | -5% | -19% | -12%
COc1ccc(CCn2c(=O)c3cccnc3n(CC(=O)Nc3ccc(C)c(F)c3)c2=O)cc1OC | 1% | 5% | -1% | -11% | 0% | ? | -5%
Cc1ccc(NC(=O)Cn2nc(C(F)(F)F)c3c2CCCC3)cc1 | 0% | 2% | 2% | 2% | -12% | -17% | -3%
O=C(Nc1ccccc1F)c1ccc(-c2ccccc2)s1 | -3% | 2% | 0% | 1% | ? | ? | ?
CN(C)S(=O)(=O)N(CC(=O)NCCSCc1c(F)cccc1Cl)c1ccccc1 | -1% | 7% | -1% | -9% | 3% | -3% | 27%
Cc1ccc(S(=O)(=O)N2CCCc3cc(NC(=O)c4ccc(Cl)cc4)ccc32)cc1 | 0% | -4% | -7% | -21% | 1% | 8% | 9%
Cn1c(=O)c2c(-c3cccc(Br)c3)n(CCO)cc2n(C)c1=O | -2% | 2% | 2% | 13% | -7% | 1% | -17%
CCCSc1nc2c(c(=O)[nH]1)C(c1ccc(O)c(OCC)c1)CC(=O)N2 (centres undefined) | -4% | 3% | 0% | -9% | -3% | -6% | -3%
CN(C)c1ccc(CNc2nc(-c3ccco3)nn2S(=O)(=O)c2ccc3ccccc3c2)cc1 | -1% | 0% | -5% | -20% | -5% | -11% | 16%
Cc1nn2c(-c3cccc(NC(=O)c4ccccc4)c3)nnc2c2ccccc12 | 0% | 2% | 5% | -21% | 0% | -16% | -13%
COc1ccccc1CNC(=O)C1CCN(c2nc3ccc(C)cc3[nH]2)CC1 | 1% | -1% | 1% | -2% | -1% | -11% | 11%
CCOc1ccc(C(=O)Nc2ccc(-c3nc4ccccc4s3)c(C)c2)cc1OCC | -3% | 3% | -1% | 3% | -7% | 2% | 15%
CCn1nnc2cc(C(=O)Nc3cccc(Cl)c3C)ccc21 | 3% | 1% | 1% | -4% | -1% | -22% | -20%
Cn1c(=O)c2sccc2n2c(CCCC(=O)Nc3ccc(F)c(F)c3)nnc12 | 0% | -2% | -4% | 4% | 8% | 21% | 8%
CCc1ccccc1NC(=O)C1CCN(c2cnccn2)CC1 | -3% | 1% | 1% | 10% | 9% | -5% | 7%
O=C(NC1(C(F)(F)F)N=C(c2ccccc2)N(Cc2ccccc2)C1=O)c1ccc(F)cc1 (centres undefined) | 0% | 0% | -7% | -23% | -20% | ? | 16%
COC(=O)c1ccc(Cn2nnc3c(=O)[nH]c(C4CCCN(S(=O)(=O)c5ccccc5)C4)nc32)cc1 (centres undefined) | -1% | 3% | 1% | -20% | -11% | 3% | 24%
COc1ccc(Cn2ccc3nc(C)c(C(=O)NCc4ccc(SC)cc4)cc3c2=O)cc1 | 0% | ? | -6% | 6% | -1% | 28% | -1%
CCn1c(C(=O)NCc2ccccc2Cl)cc2sc(Cl)cc21 | -1% | -1% | 0% | -22% | -20% | 3% | 3%
Cc1ccc(NC(=O)c2cc(S(=O)(=O)N3CCCC3)c[nH]2)c(C)c1 | 3% | -1% | 2% | -29% | -2% | 0% | 0%
CCOc1ccc(NC(=O)c2ccc3c(c2)nnn3C2CCCC2)cc1 | 0% | -2% | -2% | -1% | -5% | -11% | 5%
O=C(OCc1ccccc1F)c1ccc(-c2nnn(Cc3ccccc3)n2)cc1 | 0% | 1% | -10% | -8% | -9%[9.22 µM] | 7% | 9%
COc1ccc(C(=O)N(Cc2ccc(N(C)C)cc2)CC2CCCO2)cc1 (centres undefined) | -1% | 2% | -6% | -6% | -10% | 1% | ?
CCCN(CCC)C(=O)C1CCCN(S(=O)(=O)c2cc(Br)cc3c2N(C(=O)CC)CC3)C1 (centres undefined) | -2% | -1% | -13% | -6% | 7% | 11% | -1%
Cc1ccccc1C(=O)N(Cc1nc(-c2ccc(Cl)cc2)no1)C(C)C | 0% | 9% | -5% | -20% | 23% | 6% | -4%
COc1cc2[nH]c(=O)n(CCCCCC(=O)N3CCN(c4ccc(Cl)cc4)CC3)c(=O)c2cc1OC | 1% | -3% | -2% | -12% | -6% | 2% | ?
Cc1ccc(NC(=O)c2ccc(CNS(=O)(=O)c3ccc4c(c3)C(C)(C)C(=O)N4C)cc2)cc1 | 1% | 3% | -2% | -13% | -16% | 9% | 4%
CCc1ccc2oc(C(=O)Nc3cccc(C(F)(F)F)c3)cc(=O)c2c1 | 0% | 9% | -5% | ? | -2% | -5% | -19%

One compound at a time, as listed above. Screens in order: B2AR arrestin ag | GALK inhibitor | TSG101-PTAP inh | FH mod | p53null 32C kill | p53null 39C tox | NTMT1 inhibitor
COc1cc2[nH]c(=O)n(CCCCCC(=O)N3CCN(c4ccc(Cl)cc4)CC3)c(=O)c2cc1OC as listed: 1% | -3% | -2% | -12% | -6% | 2% | ?
CCc1ccc2oc(C(=O)Nc3cccc(C(F)(F)F)c3)cc(=O)c2c1 as listed: 0% | 9% | -5% | ? | -2% | -5% | -19%
CCn1c(C(=O)NCc2ccccc2Cl)cc2sc(Cl)cc21 as listed: -1% | -1% | 0% | -22% | -20% | 3% | 3%

(next part)
SMILES | B2AR arrestin ag | GALK inhibitor | TSG101-PTAP inh | FH mod | p53null 32C kill | p53null 39C tox | NTMT1 inhibitor
Cc1ccc(NC(=O)Cn2c(-c3cncs3)nc3ccccc32)c(Br)c1 | -1% | -11% | -2% | 7% | -13% | -5% | 10%
CCc1cccc(C)c1NC(=O)c1cc(S(=O)(=O)N2CCCCCC2)cn1C | 7% | -3% | -2% | -10% | -1% | ? | 4%
CCc1ccc(NC(=O)CSc2cn(CC(=O)N3CCOCC3)c3ccccc23)cc1 | 0% | ? | -1% | -22% | -3% | 12% | 0%
Cc1cc(C(F)F)n2nc(C(=O)Nc3cccc(Cl)c3C)nc2n1 | -1% | 0% | -8% | -11% | -6% | -8% | 4%
NC(=O)C1(N2CCCCC2)CCN(C(=O)Nc2ccc(C(F)(F)F)cc2)CC1 | 0% | -10% | 0% | 3% | -8% | -5% | 9%
CCc1ccccc1NC(=O)Nc1cc(C(=O)NCc2ccc(C(C)C)cc2)ccc1N1CCCC1 | 0% | 3% | 4% | -15% | -8% | 9% | 4%
CCOc1ccc(CCNC(=O)C2CCC(CNS(=O)(=O)c3ccc(Cl)cc3)CC2)cc1OCC (centres undefined) | 2% | -1% | -6% | 4% | 8% | 22% | -2%
Cc1ccc(Cl)cc1N1CCN(C(=O)C(C)n2ncn3cccc3c2=O)CC1 (centres undefined) | 0% | 2% | 0% | -25% | -6% | -9% | -18%
Cc1ccc(N2CCN(S(=O)(=O)c3ccc(F)c(C(=O)Nc4ccc(Cl)cc4Cl)c3)CC2C)cc1 (centres undefined) | 2% | 3% | -3% | -7% | -1% | 10% | 16%
CCc1ccc(CNC(=O)CN2C(=O)C3CCCCN3c3ccc(C(=O)N4CCCC4)cc32)cc1 (centres undefined) | 0% | 0% | -3% | -1% | -4% | -3% | -3%
CCN(C(=O)Cn1c(=O)n(-c2ccccc2)c(=O)c2ccc(C(=O)NCc3ccc4c(c3)OCO4)cc21)c1cccc(C)c1 | 1% | 1% | 1% | -17% | 6% | 4% | 22%
Cc1nnc(N2CCN(c3ccccc3F)CC2)c2c1nnn2Cc1ccc(F)cc1 | -1% | 6% | -1% | 0% | -3% | -5% | 5%
CCCCC(=O)N1CC(=O)Nc2ccc(F)cc2C1c1ccc(F)cc1 (centres undefined) | 1% | 6% | -1% | -1% | 2% | -14% | 7%
CCCCC(=O)OC1=C(C(=O)c2ccccc2)N(CC)S(=O)(=O)c2ccccc21 | 1% | -5% | -10% | -18% | -6% | ? | -8%
CCc1ccc(NC(=O)N2CC(C)Oc3ccc(C)cc32)cc1 (centres undefined) | 0% | 1% | -7% | -14% | 20% | -10% | ?
CCCSc1nnc(NC(=O)c2cc(=O)c3ccccc3o2)s1 | 1% | 1% | -10% | ? | -9% | 4% | 6%
COc1ccc(Cl)cc1NC(=O)CSc1cn(CC(=O)N2CCCCCC2)c2ccccc12 | 0% | 0% | 0% | ? | -6% | -20% | -1%
COc1ccccc1OC(C)C(=O)NCC1(N2CCOCC2)CCCCC1 (centres undefined) | -4% | 0% | 1% | -6% | 0% | -13% | 10%
COc1ccccc1N1CCN(C(=O)c2ccc3c(c2)CCN3S(=O)(=O)c2ccccc2)CC1 | 0% | 3% | -2% | -38% | 19% | 24% | 3%
COC(=O)CCSc1nc2sc3c(c2c(=O)n1Cc1ccccc1)CCC(C(C)(C)C)C3 (centres undefined) | 0% | -17% | 1% | 1% | -1% | 5% | 0%
N#Cc1cccc(NC(=O)c2cc3c(s2)-c2ccc(Cl)cc2SC3)c1 | -4% | 1% | 2% | 0% | -8% | ? | ?
COc1ccc(-c2nn(-c3ccc(F)cc3)c3c2cnc2cc4c(cc23)OCO4)cc1 | 1% | 0% | -6% | -2% | -4% | ? | 3%
COc1ccccc1Cc1nc2ccccc2nc1SCC(=O)N1CCC(C)CC1 | 0% | 0% | 3% | -22% | 17% | 29% | 4%
CCN(C(=O)c1cn(CC)c(=O)c2cc(OC)c(OC)cc12)c1ccc(C)c(C)c1 | 0% | 4% | -11% | -9% | 2% | -4% | 13%
CSc1ccc(-c2nnn(CC(=O)Nc3sc4c(c3C#N)CCC(C(C)(C)C)C4)n2)cc1 (centres undefined) | 0% | 8% | -6% | -5% | 5% | -16% | -3%
Cc1ccc(-n2ncc(C(=O)NCCc3ccsc3)c2C2CCN(C(=O)OC(C)(C)C)CC2)cc1C | 1% | 1% | -5% | -19% | 31%[activator] | 64%[activator] | ?
COCCCNC(=O)c1ccc(Cn2c(=O)c3ccccc3n(CC(=O)Nc3ccc(C)cc3C)c2=O)cc1 | -2% | 7% | 4% | -22% | -2% | 6% | ?

A portion of the library; the hit share may differ from the screen's.
